Screening data deposited in PubChem BioAssay by National Center for Advancing Translational Sciences (NCATS).
Epigenetic reg: Quantitative High-Throughput Screen for Regulators of Epigenetic Control; murine LDR cells, GFP reporter derepression, 30 h; Potency, µM (top dose mostly 53.9 µM), without a hit: at the highest dose GFP activation, hits mostly activators; hit rate 0.2% among 280,000; active = well fitted activation curve with a large enough effect; inconclusive = small, poorly fitted or top-dose-only effect; also: % of control where 0% means no effect; nearly all actives have a fitted effect of over 60% in size
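GFP-positive cell count by laser-scanning cytometry (objects 20–120 um) after 30 h, 37 C compound exposure of murine LDR cells; reporter is CMV-GFP integrated at a silenced locus, inducible by HDAC or DNMT inhibitors.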
An asterisk follows results filed as active; u = inconclusive. Potency is read from the fitted curve at half-maximal effect. Some of the compounds tested. The share of hits here may be higher or lower than overall.

entry	Compound	Epigenetic reg
1	O=C(COc1ccc(Cl)cc1)NCC(c1ccco1)S(=O)(=O)c1ccc(Cl)cc1 (centres undefined)	-0.9%
2	Cc1ccc(OCC(=O)OCc2cc(=O)n3ccsc3n2)cc1C	0.0%
3	Cc1ccc(/C=C/c2onc(C)c2S(=O)(=O)N2CCC(C(=O)Nc3cc(C)ccc3C)CC2)cc1	11.9%
4	Cc1ccc(C2=Nc3ccccc3N(CC(=O)NCc3ccc(F)cc3)C(=O)C2)cc1C	1.5%
5	Cc1ccc(C(=O)Nc2nc3n(n2)C(c2ccc(F)cc2)C=C(c2ccccc2)N3)cc1 (centres undefined)	-1.3%
6	Cn1cc(S(=O)(=O)c2cccc(Cl)c2)c(=O)c2cc(F)c(N3CCCCC3)cc21	0.0%
7	CCN(Cc1ccccc1)Cc1c(O)ccc2c(=O)c(-c3ccc(Cl)cc3Cl)coc12	0.6%
8	Cc1ccc(C)c(NC(=O)Cn2ccn(-c3ccc(F)cc3)c(=O)c2=O)c1	0.0%
9	COc1ccc(NC(=O)c2cc3c(=O)n(Cc4cccnc4)ccc3nc2C)c(OC)c1	0.0%
10	CC(=O)c1ccc(N2CCN(c3nc4c(S(=O)(=O)c5ccccc5)nnn4c4ccc(Cl)cc34)CC2)cc1	1.4%
11	CC(=O)c1c(C)oc2ccc(N(C(=O)Oc3ccccc3)S(=O)(=O)c3ccccc3)cc12	-0.8%
12	O=C(Nc1ccc(-c2cn3cccnc3n2)cc1)c1cc(Br)ccc1Cl	2.1%

Next entries:
entry	Compound	Epigenetic reg
13	CC(C)CN(CC(C)C)S(=O)(=O)c1ccc(C(=O)Nc2sc3c(c2C(N)=O)CCN(C(C)C)C3)cc1	u
14	CCOc1cc(C#N)c(NC(=O)c2cccc(S(=O)(=O)N3CCOCC3)c2)cc1OCC	1.1%
15	COc1ccc(NC(=O)CN2C(=O)c3cccnc3Sc3ccccc32)cc1OC	0.0%
16	CCOC(=O)c1noc2ncnc(N3CCN(c4cccc(C(F)(F)F)c4)CC3)c12	9.1%
17	CCN(Cc1ccccc1)Cc1c(O)ccc2c(=O)c(-c3ccc(Cl)cc3)c(C(F)(F)F)oc12	-0.1%
18	O=C(CCn1c(=O)c2cccn2c2cccnc21)N1CCN(c2ccc(Cl)cc2)CC1	-2.4%
19	COc1cc(NS(=O)(=O)c2ccc(NC(=O)c3ccc(C(C)=O)cc3)cc2)nc(OC)n1	-1.6%
20	Cc1ccc2ncc(C(=O)NCc3ccccc3Cl)c(=O)n2c1	0.8%
21	CCC(C)c1ccc2oc(-c3ccc(NC(=O)c4cc5ccccc5o4)cc3)nc2c1 (centres undefined)	0.0%
22	Cc1ccc(N(CC(=O)N2CCN(c3cccc(Cl)c3)CC2)S(=O)(=O)c2c(C)noc2C)cc1	-1.1%
23	Cc1ccc2c(c1)N(CC(=O)NCc1cccc(Cl)c1)C(=O)c1cccnc1O2	-1.1%
24	Cn1c(=O)c2c(c3ccccc31)OC(=O)CC2c1ccc(C(F)(F)F)cc1 (centres undefined)	-0.2%

Continued:
entry	Compound	Epigenetic reg
25	CCOC(=O)c1cc(C)n(CC2CCC(C(=O)Nc3cc(OC)cc(OC)c3)CC2)c1C (centres undefined)	-0.2%
26	COc1ccc(-n2ncc(C(=O)Nc3ccc4c(c3)OCO4)c2C2CCN(C(=O)OC(C)(C)C)CC2)cc1	-0.4%
27	Cn1c(=O)oc2cc(S(=O)(=O)N3CCCC(C(=O)N4CCN(c5ccc(Cl)cc5)CC4)C3)ccc21 (centres undefined)	0.2%
28	Cc1ccc(N2CC(NC(=O)c3ccccc3Br)CC2=O)cc1 (centres undefined)	0.0%
29	CCOC(=O)c1nc(NCc2ccc(Cl)cc2)c2c(C)noc2n1	0.0%
30	CCC(=O)N1CCc2cc(CNS(=O)(=O)c3ccc(Cl)s3)ccc21	-3.7%
31	Cc1sc2ncn(CC(=O)N(C)c3ccc(Br)cc3)c(=O)c2c1S(=O)(=O)N1CCC(C)CC1	-0.4%
32	N#Cc1nc(-c2ccc(COc3ccc(Cl)cc3)o2)oc1N1CCC(C(N)=O)CC1	-2.4%
33	CCCC(=O)Nc1cc(C)c(O)c(-c2nc3ncccc3o2)c1	-1.1%
34	Cc1cccc(NC(=O)CN2c3ccccc3S(=O)(=O)c3ccccc32)c1C	1.5%
35	CCOC(=O)c1c(C)[nH]c(CCC(=O)Nc2cc(Cl)ccc2OC)c1C	-3.3%
36	Cc1cc(C)c2c(CC(=O)Nc3nnc(C(C)C)s3)coc2c1	-1.9%

Next part:
entry	Compound	Epigenetic reg
37	COc1cccc([C@H]2Nc3ccc(S(=O)(=O)Nc4cc(C)ccc4C)cc3[C@H]3C=CC[C@H]32)c1	0.2%
38	CCn1c(SCc2ccccc2)nnc1-c1nonc1NC(C)=O	-1.6%
39	COc1ccc(Cl)cc1C(=O)Nc1nnc2n1CCS2	0.8%
40	Cc1cccn2c(=O)cc(COc3cccc(NC(=O)c4ccccc4F)c3)nc12	u
41	Cc1ccccc1OCC(=O)Nc1ccccc1OCc1cc(=O)n2ccccc2n1	-1.9%
42	CCOCCCNC(=O)C(c1ccc(Cl)cc1)N(Cc1ccc2c(c1)OCO2)C(=O)c1ccc(NC(C)=O)cc1 (centres undefined)	4.8%
43	O=C(Nc1ccc(F)c(Cl)c1)N1CCC(CN2CCOCC2)CC1	0.0%
44	Cc1ccc(N(CC(=O)NCCc2ccccc2)S(=O)(=O)N(C)C)cc1	-2.7%
45	CCOc1ccc(CCNC(=O)C2CCN(C(=O)N3CC(CC)Oc4ccc(C)cc43)CC2)cc1 (centres undefined)	7.0%
46	Fc1ccc(-n2ncc3c(Nc4ccc5c(c4)OCCO5)ncnc32)cc1	0.0%
47	Cc1nn(C(C)C(=O)N2CCN(c3ccc(Cl)cc3)CC2)c(=O)c2cc3occc3n12 (centres undefined)	-3.4%
48	CCCCN(C)CCNC(=O)c1c2c(nc3ccccc13)C(=O)N(C1CCCCC1)C2	1.5%

Carrying on.
entry	Compound	Epigenetic reg
49	CC1CCCCN1C(=O)c1ccc2c(c1)N(Cc1cccc(Cl)c1)C(=O)c1ccccc1S2=O (centres undefined)	3.2%
50	COc1ccc(C(=O)Nc2ccc3nc4c(c(Nc5ccc(OC)c(OC)c5)c3c2)CCCC4)c(OC)c1	3.5%
51	Cc1ccc(N2C(=O)CSC23C(=O)N(CC(=O)NC2CCCCC2)c2ccccc23)cc1C (centres undefined)	-1.3%
52	O=C(Nc1c(C(=O)N2CCN(c3ccccc3F)CC2)oc2ccccc12)c1cccc(F)c1	3.8%
53	CCN(CC)CCN(C(=O)c1ccco1)c1nc2ccc(F)cc2s1	-1.1%
54	Cc1ccc(Cl)cc1Nc1nc2ccccc2n2c(C)nnc12	0.0%
55	CCOc1cc(C(=O)Nc2ccc(-c3nc4ncccc4o3)cc2C)cc(OCC)c1OCC	0.0%
56	CCc1ccccc1NC(=O)Cn1nnc(-c2nc(-c3ccc(C)cc3)no2)c1N	2.1%
57	CCc1ccc(C2=C(C)C(N3CCC(C(=O)Nc4ccc(F)cc4)CC3)=NS2(=O)=O)cc1	0.0%
58	Cc1ccc(CNC(=O)Cn2c3ncccc3c(=O)n2-c2ccccc2)cc1	-2.6%
59	Cc1ccc(C)c(Nc2ncnc3onc(C)c23)c1	-0.4%
60	Cc1ccc(NC(=O)C2CCN(c3nnc(C)c4c(C)n(-c5ccccc5)nc34)CC2)cc1Cl	2.6%

Reprinted at random: 7 entries already listed
entry	Compound	Epigenetic reg
55	CCOc1cc(C(=O)Nc2ccc(-c3nc4ncccc4o3)cc2C)cc(OCC)c1OCC	0.0%
58	Cc1ccc(CNC(=O)Cn2c3ncccc3c(=O)n2-c2ccccc2)cc1	-2.6%
54	Cc1ccc(Cl)cc1Nc1nc2ccccc2n2c(C)nnc12	0.0%
56	CCc1ccccc1NC(=O)Cn1nnc(-c2nc(-c3ccc(C)cc3)no2)c1N	2.1%
50	COc1ccc(C(=O)Nc2ccc3nc4c(c(Nc5ccc(OC)c(OC)c5)c3c2)CCCC4)c(OC)c1	3.5%
49	CC1CCCCN1C(=O)c1ccc2c(c1)N(Cc1cccc(Cl)c1)C(=O)c1ccccc1S2=O (centres undefined)	3.2%
57	CCc1ccc(C2=C(C)C(N3CCC(C(=O)Nc4ccc(F)cc4)CC3)=NS2(=O)=O)cc1	0.0%

An excerpt of these results, with values ahead of the structure:
cpd	Epigenetic reg	SMILES
59	-0.4%	Cc1ccc(C)c(Nc2ncnc3onc(C)c23)c1
51	-1.3%	Cc1ccc(N2C(=O)CSC23C(=O)N(CC(=O)NC2CCCCC2)c2ccccc23)cc1C (centres undefined)

Going on with the list.
entry	Compound	Epigenetic reg
61	O=C(Nc1ccc(C(F)(F)F)cc1)N1CCC(N2CCCCC2)CC1	-0.8%
62	Cc1ccc2[nH]c(=O)c3cc(C(=O)NCc4cccc(Cl)c4)sc3c2c1	1.1%
63	COC(=O)c1sccc1S(=O)(=O)N(CC(=O)NCc1ccc(C)cc1)c1ccccc1	0.0%
64	Cc1cc(C)c(NC(=O)Cn2nnc(-c3nc(-c4ccccc4)no3)c2N)c(C)c1	-1.2%
65	CCOc1ccc(OCCOCCn2c(-c3ccc(Cl)cc3)nc3ccccc3c2=O)cc1	-1.3%
66	CCc1c(C)sc2c1CCN(Cc1cccc(OC)c1)C2c1ccccc1 (centres undefined)	2.7%
67	CCc1ccc(C(=O)c2cn(CC(=O)Nc3ccc4c(c3)OCO4)c3ccc(OC)cc3c2=O)cc1	9.9%
68	COc1ccc2c(c1)CC(C(=O)NCCCN1CCN(c3ccc(F)cc3)CC1)CO2 (centres undefined)	0.0%
69	O=C(Nc1cc(-c2nc3cc(Cl)ccc3o2)ccc1Cl)c1cc([N+](=O)[O-])ccc1N1CCOCC1	-1.1%
70	COc1ccc(N(Cc2ccccc2)C(=O)c2nc(S(C)(=O)=O)ncc2Cl)cc1	-1.0%
71	COC(=O)N1CCCc2cc(S(=O)(=O)N3CCN(c4ccccc4)CC3)ccc21	3.2%
72	CN1c2ccc(Cl)cc2-c2nc(SCC(=O)Nc3cc(F)ccc3F)ncc2S1(=O)=O	-1.1%

Further structures follow:
entry	Compound	Epigenetic reg
73	Cc1ccccc1C(=O)Nc1cccc(-c2cn3cccnc3n2)c1	0.0%
74	CCOc1ccc(-c2nonc2NC(=O)c2ccccc2C)cc1	-2.6%
75	COc1ccc2oc(-c3ccc(C)c(NC(=O)c4ccc(N5CCCCC5)c([N+](=O)[O-])c4)c3)nc2c1	14.0%
76	COc1ccc(NC(=O)Cn2c(=O)oc3cc(S(=O)(=O)NCc4ccccc4)ccc32)c(OC)c1	-1.1%
77	Cc1cccc(C(=O)OCc2cc(=O)n3nc(C4CC4)sc3n2)c1	0.8%
78	Cc1cccc(N(CC(=O)NCCSCc2cccc(Cl)c2)S(=O)(=O)c2ccccc2)c1C	0.3%
79	COc1cc(NC(=O)Nc2c[nH]c(=O)[nH]c2=O)cc(OC)c1OC	-1.5%
80	O=C(c1ccc2c(c1)N(Cc1ccc(F)cc1)C(=O)c1ccccc1S2(=O)=O)N1CCCC1	0.0%
81	CCCCc1nn2c(=O)cc(COC(=O)c3ccc(NC(=O)C(CC)CC)cc3)nc2s1	-2.4%
82	CCCCNC(=O)c1nn(-c2ccc(C)cc2)c(=O)c2c1c1ccccc1n2C	10.8%
83	CCCC(=O)Nc1nnc(SCc2cc(=O)c3cc(C)ccc3[nH]2)s1	-2.5%
84	COc1cc2c(cc1OC)C(COc1ccc3c(C)cc(=O)oc3c1)N(C(=O)c1ccccc1F)CC2 (centres undefined)	9.9%

The list continues.
entry	Compound	Epigenetic reg
85	COc1ccc(N(C(=O)c2cccc(C)c2)S(=O)(=O)c2ccc(C)cc2)cc1	0.0%
86	Cc1ccc(N(C(=O)COc2ccccc2C)S(=O)(=O)c2ccc(Cl)cc2)cc1	-0.8%
87	CCOC(=O)c1c(C)oc2nc(C)nc(NCc3cccc(OC)c3)c12	-0.4%
88	O=C(/C=C/c1ccc(Cl)cc1)Nc1nc(-c2cccs2)ns1	0.0%
89	Cc1nnc(NCc2ccc(Cl)cc2)c2c1nnn2Cc1ccc(F)cc1	-1.5%
90	CCc1ccc(OCC(=O)NCc2nc(-c3cccc(C)c3)no2)c(Br)c1	0.3%
91	CCN(C(=O)Cn1cc(C(=O)c2ccc(F)cc2)c(=O)c2ccc(C)nc21)c1cccc(C)c1	-1.3%
92	COc1ccc(Br)cc1CNC(=O)c1ccc2nc(C(C)C)oc2c1	-1.7%
93	Cc1nn(C(=O)c2ccccc2F)c(C)c1S(=O)(=O)N1CCCCCC1	0.0%
94	CCOc1cccc(CC(=O)N2CCc3c([nH]c4ccccc34)C2c2ccc(Cl)cc2)c1OCC (centres undefined)	-2.8%
95	COc1ccccc1CNC(=O)CSc1nc2nc(C)c(Cc3ccccc3Cl)c(C)n2n1	6.0%
96	COc1ccccc1CNC(=O)Nc1ccc2c(c1)N(C)C(=O)c1ccccc1S2	7.5%

(continued)
entry	Compound	Epigenetic reg
97	O=C(Nc1nnc(S(=O)(=O)N2CCCc3ccccc32)s1)c1ccccc1	1.4%
98	CC(C)(C)c1ccc(C(=O)NCC(c2cccs2)S(=O)(=O)c2ccccc2)cc1 (centres undefined)	1.1%
99	COc1cc(OC)c(NC(=O)CSC2=Nc3ccccc3N=C(c3ccc(F)cc3)C2)cc1Cl	2.8%
100	Cc1cccc(Nc2nc3c(S(=O)(=O)c4ccc(Br)cc4)nnn3c3ccsc23)c1C	u
101	Cc1oc(-c2cccc(Cl)c2)nc1CN1CCCC(C(=O)NCc2ccc(F)cc2)C1 (centres undefined)	0.8%
102	CCCC12CN3CC(C)(CN(C1)C3c1ccc(OCc3ccccc3)cc1)C2=O (centres undefined)	-3.9%
103	COCCn1c(CCC(=O)Nc2cc(C)ccc2C)nc2cccnc21	-0.7%
104	COc1ccc(CNC(=O)c2cnn3c(C)c(Cc4c(F)cccc4Cl)c(C)nc23)cc1	1.2%
105	COc1ccc(-c2csc3ncnc(Nc4ccc(OC)c(OC)c4)c23)cc1	-4.0%
106	CSc1ccc(CCNC(=O)c2c(C)oc3ncn(C)c(=O)c23)cc1	-1.3%
107	COc1ccc(-n2ccnc2SCC(=O)Nc2cccc(OC)c2)cc1	-0.3%
